# Screening results (PubChem BioAssay)
# KCNK9 block: KCNK9 potassium channel inhibitors, primary screen, HEK293 cells, thallium flux; Potassium channel subfamily K member 9 (Homo sapiens), Q9NPC2; FluxOR thallium flux fluorescence; active compounds read low; B-score at 10 µM; 1.2% of 310,000 active;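 active means ratio B-score over 3 SD below the library mean, with starting fluorescence within 5 SD of its mean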;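 further: negative B-score means less thallium flux so channel inhibition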
# TRPC4 block: inhibitors of mouse TRPC4 channel, primary screen, Fluo4 calcium, HEK293 TRPC4beta/mu-opioid cells. Short transient receptor potential channel 4 (Mus musculus), Q9QUQ5. 0.39% of 300,000 active. DAMGO-evoked Fluo4 calcium flux; active compounds read low. B-score at 10 µM;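 active means B-score over 3 SD under the library average, no early fluorescence shift, positive overall ratio signal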
#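 Material: HEK293 cells with stable TRPC4beta plus mu-opioid receptor expression / Probe or stimulus: DAMGO in two steps, submaximal then maximal / Compound: single concentration per test compound / Technique: kinetic Fluo4 fluorescence imaging of calcium influx / Read-out: per-well B score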
# DYRK1A inh: rat Dyrk1A kinase inhibitors, primary screen, biochemical, single point, plate reader; inhibition, % at 12.5 µM; Dual specificity tyrosine-phosphorylation-regulated kinase 1A (Rattus norvegicus), Q63470; 0.43% of 310,000 active; ADP-Glo luminescence, NFATc1 peptide; in the data active means inhibition above about 50%;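 further: plate controls were vehicle with enzyme for no effect and no enzyme for full effect; many of its hits are not listed in these tables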
# Platelet DG rel: inhibitors of platelet dense granule secretion, primary screen, cell-based, MLPCN, human platelets; human platelet-rich plasma, SFLLRN dense granule ATP release, luminescence; inhibition, %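 (compounds screened at 7.5 µM in platelet-rich plasma)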; 0.22% of 300,000 active; AID 1663, 2009;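 active means mean replicate score, as percent of positive control, at or above 50; inconclusive means mean below 50 but at least one replicate at or above 50; inactive means mean and every replicate below 50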
# KCNK3 block: human KCNK3 channel inhibitors, primary screen, CHO cells, FluxOR thallium flux, B-score; 0.84% of 340,000 active; Potassium channel subfamily K member 3 (Homo sapiens), O14649; FluxOR fluorescence; active compounds read low; B-score at 10 µM;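 active means B-score under library mean minus 4 SD, starting fluorescence ratio at most library mean plus 5 SD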;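 further: more negative B-score means stronger inhibition of thallium flux through KCNK3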
# KCNQ1 pot: potentiators or activators of KCNQ1 channel, primary screen, cell-based, thallium flux, high-throughput | Potassium voltage-gated channel subfamily KQT member 1 (Homo sapiens), P51787 | 0.35% of 310,000 active | CHO-K1 KCNQ1, thallium flux FluxOR fluorescence; active compounds read high | B-score at 10 µM;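 active means fluorescence ratio B-score, a plate-corrected score, at least three library SD, with initial intensity B-score within 5 SD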
#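 System: Stable KCNQ1 CHO-K1 line | Incubation: 90 min dye loading and 20 min compound exposure, both at room temperature | Measure: Ratio B score | Medium: Assay buffer for compound exposure, DMSO matched across wells | Compound dosing: Single-concentration screen | Probe or stimulus: K+/Tl+ depolarizing stimulus | Measured by: Kinetic FluxOR fluorescence, 10 s baseline plus 110 s post-stimulus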
# KCNQ1 inh: inhibitors of human KCNQ1 channel, primary screen, cell-based, thallium flux, high-throughput; Potassium voltage-gated channel subfamily KQT member 1 (Homo sapiens), P51787; CHO-K1 KCNQ1, FluxOR thallium flux fluorescence; active compounds read high; B-score at 10 µM; 1.3% of 310,000 active; AID 2642, 2010;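 active means compounds whose thallium flux B-score, printed positive for inhibition, exceeds three library SD while starting fluorescence stays within three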;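 further: channel opened by potassium depolarization with thallium stimulus after 20 min compound exposure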
# TRPC4 potent: positive allosteric modulators of TRPC4, primary screen, cell-based, mouse TRPC4beta, HEK293 mu-opioid, Fluo-4 calcium. Short transient receptor potential channel 4 (Mus musculus), Q9QUQ5. DAMGO EC20, Fluo-4 Ca2+ flux; active compounds read high. B-score at 10 µM. 0.42% of 310,000 active;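 active means B-score of calcium response area above 5 SD of library B-scores, with initial fluorescence ratio within 5 SD of library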;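 further: B-score of integrated fluorescence ratio over time as area under calcium response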
# hERG rescue: hERG rescue from dofetilide block, primary screen, cell-based, CHO-hERG, FluxOR thallium flux, dofetilide IC70 | 0.51% of 310,000 active | AID 1511, 2009 | dofetilide IC70 present | activation (rescue from dofetilide block), less the hit threshold, % at 10 µM;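 active means activation above the mean of controls blocked by dofetilide plus 5 SD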;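 further: thallium influx through hERG after potassium depolarization seen as dye fluorescence rise; in these data hits start at about 4.7%; inactives centre near -7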
# Target sequence (Q12809 whole entry, looked up): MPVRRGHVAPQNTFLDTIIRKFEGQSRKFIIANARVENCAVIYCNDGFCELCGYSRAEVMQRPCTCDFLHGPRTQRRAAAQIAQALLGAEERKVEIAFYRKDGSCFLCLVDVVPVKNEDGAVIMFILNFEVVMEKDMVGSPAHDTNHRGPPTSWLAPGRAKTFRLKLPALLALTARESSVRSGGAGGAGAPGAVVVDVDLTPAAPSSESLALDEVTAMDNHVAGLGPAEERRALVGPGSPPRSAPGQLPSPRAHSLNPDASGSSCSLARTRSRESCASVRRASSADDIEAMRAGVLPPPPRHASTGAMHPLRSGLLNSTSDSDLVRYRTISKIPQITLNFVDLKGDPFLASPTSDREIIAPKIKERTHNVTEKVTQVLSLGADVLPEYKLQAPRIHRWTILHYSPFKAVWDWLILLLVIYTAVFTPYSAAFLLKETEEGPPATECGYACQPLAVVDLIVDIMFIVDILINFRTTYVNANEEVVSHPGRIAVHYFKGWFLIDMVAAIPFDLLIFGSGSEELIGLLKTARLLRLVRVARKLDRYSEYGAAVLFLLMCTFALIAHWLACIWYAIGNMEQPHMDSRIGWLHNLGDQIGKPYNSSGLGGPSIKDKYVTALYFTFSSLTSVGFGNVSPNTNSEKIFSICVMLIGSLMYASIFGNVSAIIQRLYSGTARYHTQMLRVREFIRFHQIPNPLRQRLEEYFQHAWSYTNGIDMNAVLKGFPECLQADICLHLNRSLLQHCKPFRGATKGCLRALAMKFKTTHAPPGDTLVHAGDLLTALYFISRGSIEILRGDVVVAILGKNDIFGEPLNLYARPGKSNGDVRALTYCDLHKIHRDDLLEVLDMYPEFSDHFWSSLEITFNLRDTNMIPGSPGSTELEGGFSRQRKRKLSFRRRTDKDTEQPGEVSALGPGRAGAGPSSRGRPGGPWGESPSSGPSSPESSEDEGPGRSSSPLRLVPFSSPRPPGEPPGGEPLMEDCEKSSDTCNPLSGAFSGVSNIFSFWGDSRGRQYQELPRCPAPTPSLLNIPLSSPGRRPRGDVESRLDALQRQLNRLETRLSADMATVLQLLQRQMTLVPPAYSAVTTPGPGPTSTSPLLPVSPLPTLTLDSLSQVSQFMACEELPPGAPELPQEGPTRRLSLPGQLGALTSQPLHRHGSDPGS
# TRPC4 act: activators of mouse TRPC4 channel, primary screen, Fluo4 calcium, HEK293 TRPC4beta/mu-opioid cells; Short transient receptor potential channel 4 (Mus musculus), Q9QUQ5; Fluo4 calcium fluorescence; active compounds read high; B-score at 10 µM; 0.49% of 310,000 active;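 active means B-score above 5 SD of library B-scores, and initial fluorescence ratio not above library mean plus 5 SD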;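 further: positive B-score marks a calcium rise read as TRPC4 activation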
#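 Assay system: HEK293 stable line with TRPC4beta plus mu-opioid receptor. Times: dye 45 min RT, read 110 s. Measured by: kinetic Fluo4 calcium fluorescence. Measure: B score of integrated ratio. Controls: assay buffer as low control, maximal DAMGO as high control.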
# PolyA inh: polyadenylation inhibitors in yeast reporter cells, primary screen, luminescence, S. cerevisiae | S. cerevisiae SKY197-pL101 polyadenylation reporter, beta-gal luminescence; efflux-impaired pdr1/pdr3 knockout yeast; score 100 = 6 SD above DMSO | calls only at 12 µM | 0.02% of 300,000 active;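 active means lowest replicate activity score at least 50, where 100 means six control SD above control mean; inconclusive means lowest score under 50 but half or more replicates reach 50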;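 further: yeast exposed to compound for 9 h at 30 °C; higher score means more reporter readthrough which indicates perturbed polyadenylation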
# The depositor's hits bear a star; i = inactive; u = inconclusive; x = not tested or not shown.
SMILES,KCNK9 block,TRPC4 block,DYRK1A inh,Platelet DG rel,KCNK3 block,KCNQ1 pot,KCNQ1 inh,TRPC4 potent,hERG rescue,TRPC4 act,PolyA inh
CCCS(=O)(=O)c1c(S(=O)(=O)CCC)c2c(N)cccn2c1C(=O)c1ccc(F)cc1,i,i,-5,4,i,i,i,i,-8,i,i
Cc1noc(C)c1S(=O)(=O)N1CCC(C(=O)N2CCN(C(=O)c3ccco3)CC2)CC1,i,i,9,7,i,i,i,i,-8,i,i
CCN(CC)S(=O)(=O)c1ccc(N2CCN(S(=O)(=O)c3ccc4c(c3)OCCO4)CC2)nc1,i,i,8,-3,i,i,i,i,-2,i,i
COc1cc(C)nc(-c2csc(C)n2)n1,i,i,15,2,i,i,i,i,-4,i,i
Nc1ccccc1OCP(=O)(c1ccccc1)c1ccccc1,i,i,7,-3,i,i,i,i,-5,i,i
CC(=O)Nc1ccc(S(=O)(=O)N2C3CCCC2CC(NC(=O)C2CCCCC2)C3)cc1 (stereo unspecified),i,i,2,2,i,i,i,i,-2,i,i
Nc1c(Br)cc(Br)c(N2CCCC2=O)c1Br,i,i,8,-18,i,i,i,i,-5,i,i
Cc1cc(C)c(NC(=O)c2cccc3c2C(=O)N(C2CCCCC2)C3)c(C)c1,-12*,i,0,-4,i,i,i,i,-12,i,i
O=C(CSc1nnc(-c2ccncc2)o1)NCc1ccccc1Cl,i,i,-2,-2,i,i,i,i,-6,i,i
CC(=O)c1ccc(OC(=O)c2nc(-c3ccccc3)oc2C)cc1,i,i,-4,-12,i,i,i,i,-10,i,i
Cc1nc2c(cc1NC(=O)c1ccccc1)nc(C)n2Cc1ccccc1,i,i,-2,0,i,i,i,i,-6,i,i
O=C(NC1CCCCC1)C(c1cccs1)N(C(=O)Cc1c[nH]c2ccccc12)c1ccc(F)cc1 (stereo unspecified),i,i,-3,4,i,i,i,i,-9,i,i

# Two compounds picked at random from the list so far, as already listed:
SMILES,KCNK9 block,TRPC4 block,DYRK1A inh,Platelet DG rel,KCNK3 block,KCNQ1 pot,KCNQ1 inh,TRPC4 potent,hERG rescue,TRPC4 act,PolyA inh
CCCS(=O)(=O)c1c(S(=O)(=O)CCC)c2c(N)cccn2c1C(=O)c1ccc(F)cc1,i,i,-5,4,i,i,i,i,-8,i,i
O=C(NC1CCCCC1)C(c1cccs1)N(C(=O)Cc1c[nH]c2ccccc12)c1ccc(F)cc1 (stereo unspecified),i,i,-3,4,i,i,i,i,-9,i,i

# More compounds.
SMILES,KCNK9 block,TRPC4 block,DYRK1A inh,Platelet DG rel,KCNK3 block,KCNQ1 pot,KCNQ1 inh,TRPC4 potent,hERG rescue,TRPC4 act,PolyA inh
c1ccc(Oc2nc(-c3cccnc3)nc3ccccc23)cc1,i,i,13,7,i,i,i,i,-9,i,i
CCCn1c(SCC(=O)NCc2ccc(Cl)cc2)n[nH]c1=O,i,i,x,-31,i,i,i,i,-4,i,i
CC(=O)NCCCc1nc2ccccc2n1Cc1ccccc1C,i,i,7,-8,i,i,i,i,-8,i,i
CC(=O)Nc1ccc(Oc2ccccc2)cc1,i,i,-3,-2,i,i,i,i,-4,i,i
CCn1c2c(c(=N)c3c1CCC3)CCCC2,i,i,x,24,i,i,i,i,-4,i,i
O=C(CCN1C(=O)C2C3C=CC(C4CC34)C2C1=O)Oc1ccccc1 (stereo unspecified),i,i,-4,6,i,i,i,i,2,i,x
O=C(Nc1oc2ccccc2c(=O)c1-c1ccc(Br)cc1)c1ccco1,i,i,0,-3,i,i,i,i,-6,i,i
COc1cc(CC(NC(C)=O)C(=O)NC2CCN(c3c(Cc4ccccc4)c(C)nc4ncnn34)CC2)cc(OC)c1 (stereo unspecified),i,i,-3,0,i,i,i,i,-5,i,i
CC(=O)N1CCN=C1SCc1cccc(C)c1,i,i,-3,7,i,i,i,i,-2,i,i
CC(=O)Nc1ccc(NC(=O)CSCCc2ccccn2)cc1,i,i,-8,0,i,i,i,i,-6,i,i
CCOc1ccc(C(F)(F)F)cc1NC(=O)c1ccc(OC)c([N+](=O)[O-])c1,i,i,2,1,i,i,i,i,-9,i,i
Cc1nn(-c2ccccc2)c2sc(C(=O)OCN3C(=O)c4ccccc4C3=O)cc12,i,i,x,2,x,i,i,i,-15,i,i
CCCCc1ccc(/C=C2\C(=O)ON=C2c2ccccc2)s1,i,i,3,7,i,i,i,i,-11,i,i
O=C(NCCN1CCOCC1)c1cccc(S(=O)(=O)N2CCCC2)c1,i,i,4,17,i,i,i,i,-3,i,i
c1cnc2c(C3NCCc4c3[nH]c3ccccc43)cccc2c1 (stereo unspecified),i,i,2,5,i,i,i,i,-9,i,i
O=C(O)c1ccccc1-c1ccccc1C(=O)NCc1cccnc1,i,i,0,7,i,i,i,i,-8,i,x
COc1ccc(/C=N/OCC(=O)N=Nc2c(O)[nH]c3ccc(Br)cc23)cc1,i,i,-3,-3,i,i,i,i,-12,i,i
O=C(Cc1ccccc1)N/N=C/C=C/c1cccc([N+](=O)[O-])c1,i,i,-4,0,i,i,i,i,-4,i,i
CCNC(=O)CC1C(=O)N(CC)C(=S)N1NC(=O)c1ccccc1 (stereo unspecified),i,i,x,1,i,i,i,i,-2,i,i
CCOC(=O)CC(=O)CSc1[nH]c(=O)cc(C)c1C#N,i,i,35,2,i,i,i,i,-8,i,i
O=C(COc1ccccc1)NC1CCSC1=O (stereo unspecified),i,i,5,-4,i,i,i,i,-5,i,i
CC(NC(=O)c1c(Cl)cnn1C)C1CCCO1 (stereo unspecified),i,i,-7,7,i,i,i,i,-12,i,i
CC(NC(=O)c1ccccc1NC(=O)c1ccco1)C(=O)O (stereo unspecified),i,i,8,-9,i,i,i,i,-13,i,i
Cc1c(Cl)cccc1NC(=O)CCCn1cnc([N+](=O)[O-])n1,i,i,1,-2,i,i,i,i,-10,i,i

# One compound at a time, from the list above. Order of values: KCNK9 block, TRPC4 block, DYRK1A inh, Platelet DG rel, KCNK3 block, KCNQ1 pot, KCNQ1 inh, TRPC4 potent, hERG rescue, TRPC4 act, PolyA inh
# Listed for CCNC(=O)CC1C(=O)N(CC)C(=S)N1NC(=O)c1ccccc1 (stereo unspecified) : i, i, x, 1, i, i, i, i, -2, i, i
# Listed for CCOC(=O)CC(=O)CSc1[nH]c(=O)cc(C)c1C#N : i, i, 35, 2, i, i, i, i, -8, i, i
# Listed for Cc1c(Cl)cccc1NC(=O)CCCn1cnc([N+](=O)[O-])n1 : i, i, 1, -2, i, i, i, i, -10, i, i

# (cont.)
SMILES,KCNK9 block,TRPC4 block,DYRK1A inh,Platelet DG rel,KCNK3 block,KCNQ1 pot,KCNQ1 inh,TRPC4 potent,hERG rescue,TRPC4 act,PolyA inh
CSCC[C@H](NS(=O)(=O)c1ccc(C)cc1)C(=O)N1CCC(C(=O)N[C@H](C(=O)O)c2ccccc2)CC1,i,i,-14,0,i,i,i,i,-5,i,i
CC(=O)NN(O)C1N(C)C(=O)N(Cc2ccccc2)C1(C)C (stereo unspecified),i,i,2,-4,i,i,i,i,-1,i,i
COCc1nnc(NC(=O)c2ccco2)s1,i,i,-1,-5,i,i,i,i,-8,i,i
COc1cc(OC)cc(-c2nc3ccccc3c(=O)n2OC(=O)c2ccc(Br)cc2)c1,i,i,-1,3,i,i,i,i,-3,i,i
O=C(NC1Cc2ccccc2C1)c1cc(COc2cccc(C(F)(F)F)c2)on1,i,i,4,0,i,i,i,i,-10,i,i
CCOC(=O)C1CCN(c2c(NCCCN(CC)Cc3ccccc3)c(=O)c2=O)CC1,i,i,1,5,i,i,i,i,-8,i,i
C=CCN1C(=O)OC2(CCCCC2)C1(C)O (stereo unspecified),i,i,-2,-1,i,i,i,i,-10,i,i
O=C(CSc1nc2ccccc2n1S(=O)(=O)c1cccc([N+](=O)[O-])c1)NCCc1ccccc1,i,i,0,-1,i,i,i,i,-3,i,i
Cc1nnc2c(N(C)S(=O)(=O)c3ccccc3)nc3ccccc3n12,i,i,-1,u,i,i,i,i,-9,i,i
Cc1ccccc1C(=O)NNC(=S)NC(=O)c1ccccc1,i,i,-3,-5,i,i,i,i,-8,205*,i
COc1ccccc1C(=O)NCc1nnc(SCC(=O)Nc2nccs2)n1C,i,i,-1,-20,i,i,i,i,-5,i,i
COCCn1c(SCC(=O)Nc2cccc(F)c2)nc2c(c1=O)SCC2,i,i,-5,9,i,i,i,i,-7,i,i
Cc1ccc(S(=O)(=O)c2c(O)c3ccc(C(=O)O)cc3[nH]c2=O)cc1,i,i,-4,-2,i,i,i,i,2,i,i
Cc1[nH]n(-c2ccccc2)c(=O)c1C(=O)c1ccc([N+](=O)[O-])cc1,i,i,-2,14,i,i,i,i,-4,i,i
CC(C)c1ccccc1NC(=O)CCc1nc2ccccc2s1,i,i,-2,2,i,i,i,i,-9,i,i
Cc1ccc(C(=O)CSc2nnc(-c3ccccc3)n2-c2ccccc2)o1,i,i,-15,8,i,i,i,i,-11,i,i
Cc1cc(/C=N/Nc2ccc([N+](=O)[O-])cn2)c(C)n1-c1ccc(C(=O)O)cc1,i,i,35,2,i,i,i,i,-5,i,i
COC(=O)c1cccc(C23CC4(C2)[C@H](CN(C)[C@@H]4c2ccccc2)C3c2ccc(C(F)(F)F)cc2)c1 (stereo partly specified),i,i,7,-3,i,i,i,i,-14,i,i
Cc1ccccc1N=C1SCCN1C(=O)CN1C(=O)NC2(CCCC2)C1=O,i,i,-7,8,i,i,i,i,-8,i,i
CC1CCN(S(=O)(=O)c2cccc(S(=O)(=O)N3CCCC3)c2)CC1,i,i,2,10,i,i,i,i,-5,i,i
O=[N+]([O-])c1ccc(N2CCN(c3ccc([N+](=O)[O-])cc3CO)CC2)c(CO)c1,i,i,-4,-1,i,i,i,i,-4,i,i

# An excerpt; the hit share may differ from the screen's.
